Compound activity (PubChem BioAssay)
S100A4 MyoIIA: blocks human S100A4 binding to myosin IIA peptide; S100A4/TAMRA-MyoIIA peptide fluorescence polarization; 360,000 tested, 0.14% active; inhibition, % at 10.7 µM; P26447; AID 652163;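 active means mean inhibition of at least 70% across replicates, with every replicate also reaching that level; inconclusive means mean inhibition reaches 70% but some replicates fall short; inactive means mean inhibition below 70%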
Target sequence (P26447 whole entry, looked up): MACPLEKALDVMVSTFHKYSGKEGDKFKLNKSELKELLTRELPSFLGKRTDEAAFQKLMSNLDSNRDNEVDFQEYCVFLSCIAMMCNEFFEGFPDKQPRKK
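Material: S100A4 monomer protein / Buffer or medium: 50 mM HEPES pH 7.2, 10 mM CaCl2, 100 mM KCl / Times: 5 min incubation before reading / Benchmarks: neutral control DMSO, positive control TFP / Reagent: labelled myosin peptide probe, 5 nM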
XiGFP reactiv: activators of X-chromosome reactivation in mouse fibroblasts | XiGFP mouse fibroblasts, % GFP-positive cells imaging, 3 d; cells co-treated with 5-aza-dC sensitizer; scaled so ellipticine positive control = 100% | activation, % at 7.58 µM | 360,000 tested, 0.055% active | AID 743238;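 active means mean normalized replicate activation at least 10% and every replicate at or above 10%; inconclusive means only one of the two criteria met; inactive means mean below 10% and not all replicates reach 10%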;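 further: 0% = median of on-plate neutral control wells and 100% = ellipticine 6 µM median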
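Assay system – SV40-immortalized XiGFP fibroblast cells, line 68-5-11 · Buffer or medium – DMEM supplemented with 5-aza-dC as sensitizing agent · Dosing – one concentration, pinned · Benchmarks – positive control ellipticine, 6 µM final · Times – 3 days compound exposure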
ERp5 block: blocks human ERp5 reductase activity on insulin. Q15084. ERp5 insulin aggregation, absorbance 650 nm, 90 min. inhibition, % at 9.99 µM. 350,000 tested, 0.05% active. AID 651711;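 active means mean replicate inhibition above about 25%, with every replicate also reaching it, limit read from the data, passing the limit was not always enough; inconclusive means only one of those two criteria met; inactive means neither criterion met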
E-sel inducer: induces E-selectin expression in human endothelial cells. AID 686992. 260,000 tested, 0.37% active. P16581. HUVEC E-selectin immunofluorescence imaging; normalized: neutral wells 0, TNF-alpha wells 100. activation, % at 7.58 µM;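 active means mean E-selectin-positive cell signal at least 10% of the positive control, reached in at least 60% of replicates, without over 20% cell loss; inconclusive means no rule given, readout overlaps actives, possibly toxicity-flagged; inactive means the rest, including those meeting only one limit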;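 further: in these data hits start at about 27%; measured in HUVEC primary endothelial cells; signal is the percent of cells scored E-selectin positive by PE staining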
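material = human umbilical vein endothelial cells (HUVEC), E-selectin induction | quantity = 3,000 cells/well | medium = EGM-2 growth medium on 0.1% gelatin-coated wells | technique = immunofluorescence imaging | read-out basis = % PE-positive cells | control set = TNF-alpha positive control, DMSO neutral control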
ERAP1 HTS inh: blocks human ERAP1 aminopeptidase activity; Q9NZ08; recombinant ERAP1, Leu-AMC fluorescence, 60 min; inhibition, % at 10.7 µM; 340,000 tested, 0.15% active; AID 652197;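 active means mean replicate inhibition of at least 30%, or all replicates individually reaching that 30% level; inactive means mean below 30% and not every replicate reaching it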;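 further: 0% = neutral control wells and 100% = L-leucinethiol positive control wells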
Target sequence (Q9NZ08 whole entry, looked up): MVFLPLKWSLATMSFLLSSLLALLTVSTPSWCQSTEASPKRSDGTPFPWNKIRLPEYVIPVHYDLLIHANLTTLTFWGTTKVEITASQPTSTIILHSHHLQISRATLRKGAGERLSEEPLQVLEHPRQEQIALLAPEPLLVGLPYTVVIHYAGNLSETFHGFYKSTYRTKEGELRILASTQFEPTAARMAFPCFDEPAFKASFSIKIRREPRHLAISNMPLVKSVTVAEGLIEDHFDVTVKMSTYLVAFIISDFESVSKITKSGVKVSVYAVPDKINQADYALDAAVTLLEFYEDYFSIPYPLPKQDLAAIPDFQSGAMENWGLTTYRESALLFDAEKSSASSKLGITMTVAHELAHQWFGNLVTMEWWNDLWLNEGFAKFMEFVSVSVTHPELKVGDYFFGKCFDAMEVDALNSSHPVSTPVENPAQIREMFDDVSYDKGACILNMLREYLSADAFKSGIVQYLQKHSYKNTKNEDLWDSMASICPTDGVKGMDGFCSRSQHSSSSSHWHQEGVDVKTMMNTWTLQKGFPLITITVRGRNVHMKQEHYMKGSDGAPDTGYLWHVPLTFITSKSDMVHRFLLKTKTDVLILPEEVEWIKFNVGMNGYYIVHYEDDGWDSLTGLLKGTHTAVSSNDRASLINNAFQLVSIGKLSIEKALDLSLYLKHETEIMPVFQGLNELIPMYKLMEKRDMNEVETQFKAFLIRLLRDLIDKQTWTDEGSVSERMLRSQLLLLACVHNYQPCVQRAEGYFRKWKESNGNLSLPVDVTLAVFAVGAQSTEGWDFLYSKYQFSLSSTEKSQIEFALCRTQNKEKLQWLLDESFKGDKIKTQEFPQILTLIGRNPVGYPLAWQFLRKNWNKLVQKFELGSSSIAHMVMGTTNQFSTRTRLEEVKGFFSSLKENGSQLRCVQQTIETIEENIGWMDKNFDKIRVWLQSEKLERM
esBAF inh: inhibitors of esBAF chromatin remodeling in mouse ES cells. Bmi1-luciferase knock-in reporter, 24 h; 100% = twice the neutral-well signal. reporter increase, % at 12.5 µM. 350,000 tested, 2% active; in the data active means activation above about 40%; inconclusive means no clear call, values can overlap the other calls;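 further: 0% = median of the plate's neutral control wells and 100% = double that signal; a rise in the Bmi1 reporter signal indicates esBAF inhibition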
RAD54 inh: RAD54 (human) branch migration inhibition | RAD54 Holliday junction branch migration, FAM/BHQ fluorescence | Q92698 | 360,000 tested, 0.14% active | AID 602329 | inhibition, % at 10.4 µM;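 active means mean normalized replicate activity at least 40 and at least half of replicates scoring 40 or more; inconclusive means only one of the two criteria met; inactive means mean below 40 and under half of replicates reaching 40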;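 further: 0% = median of neutral control wells and 100% = median of positive control wells; inhibitors cause a drop in the FAM fluorescence signal; in these data hits start at about 50%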
RAD52 anneal inh: inhibitors of human RAD52 DNA annealing; P43351; recombinant RAD52 DNA annealing, FRET fluorescence; inhibition, % at 18.7 µM; 360,000 tested, 0.46% active; AID 651710;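 active means every replicate showing at least 50% inhibition; inconclusive means mean inhibition at least 50% but not in every replicate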
* marks the source's active call; other numbers are inactive results; ? = inconclusive; . = no result given.

Under each structure: S100A4 MyoIIA	XiGFP reactiv	ERp5 block	E-sel inducer	ERAP1 HTS inh	esBAF inh	RAD54 inh	RAD52 anneal inh
[N-]=[N+]=Nc1ccccc1C[C@@]1(C(=O)NCCN2CCOCC2)N=C(c2ccc(OCCCO)cc2)O[C@@H]1c1ccccc1N=[N+]=[N-]
→ 3	.	2	.	-3	.	6	29
CCCC(CCC(=O)Nc1cc([N+](=O)[O-])ccc1O)C(=O)O (centres undefined)
→ -6	0.1	9	-0.7	5	-2	-8	-22
S=c1[nH]c2ccccc2n1CCOc1ccccc1
→ 0	0.1	1	.	0	18	-1	-7
O=C(NC[C@@H]1[C@@H](c2ccccc2)[C@@H](CO)N1C(=O)C1CCC1)NC1CCCC1
→ .	0.4	.	0.1	.	2	0	.
Cn1nc(C(=O)NNC(=O)CCc2ccccc2Cl)c2ccccc2c1=O
→ -5	0.0	-1	.	1	.	.	-12
O=C(/C=C/c1ccco1)Nc1ccccc1N1CCCC1
→ 10	0.0	1	5.1	6	.	.	-5
C[C@@H]1CCCCO[C@H](CN(C)Cc2ccccc2)[C@@H](C)CN([C@H](C)CO)C(=O)c2cc(NC(=O)NC3CCCCC3)ccc2O1
→ -56	-0.7	0	0.1	-1	0	-6	11
C=CCc1ccc(OCCn2nnc3ccccc32)c(OC)c1
→ -4	0.0	-5	.	1	7	-11	1
C[C@@H]1CCCCO[C@H](CN(C)Cc2ccc3c(c2)OCO3)[C@@H](C)CN([C@H](C)CO)C(=O)c2cc(NS(C)(=O)=O)ccc2O1
→ -6	0.1	-1	-0.2	0	-3	1	-19
CC(=O)Nc1ccc(NS(=O)(=O)c2ccc3c(c2)oc(=O)n3C)cc1
→ 3	?	4	.	0	-3	-14	-19
CC1(C(=O)NS(=O)(=O)c2ccc(Cl)s2)CCN1C(=O)Cc1ccc(-c2ccccc2)cc1 (centres undefined)
→ -2	0.0	2	0.3	6	-7	-2	-14
COn1c(-c2ccc(Cl)cc2)nc2ncccc21
→ 7	0.1	1	.	3	31	.	-23
Cc1c(/C(O)=C2\C(=O)C(=O)N(CCCN(C)C)C2c2ccccc2)cnn1-c1ccccc1 (centres undefined)
→ 14	0.0	1	3.8	-1	-23	.	-6
Cc1ccc(Nc2nc(/N=C/N(C)C)n[nH]2)cc1C
→ 6	0.1	-1	-1.1	7	.	.	-15
CCOc1ccc(N2CC(C(=O)Nc3cccc(S(=O)(=O)N4CCOCC4)c3)CC2=O)cc1 (centres undefined)
→ 1	0.0	9	0.6	1	3	5	-21

(cont.)
Under each structure: S100A4 MyoIIA	XiGFP reactiv	ERp5 block	E-sel inducer	ERAP1 HTS inh	esBAF inh	RAD54 inh	RAD52 anneal inh
O=C1CN(S(=O)(=O)Cc2ccccc2)C[C@H]2[C@H](c3ccc(C#Cc4ccc(F)cc4)cc3)[C@@H](CO)N12
→ -21	0.3	10	-0.8	-3	.	.	7
CN(C)C(=O)c1ccc(-c2ccc(C3[C@H]4CNC[C@@H]3N4C(=O)Nc3cccc(Cl)c3)cc2)cc1 (some centres undefined)
→ 7	0.0	8	0.1	2	.	.	56*
CCCNC(=O)C[C@@H]1CC[C@@H]2[C@@H](COc3ccc(NC(=O)Nc4cccc(C)c4)cc3C(=O)N2C)O1
→ -3	0.2	8	0.4	0	-3	-9	0
O=C(Cc1cccs1)NCCS(=O)(=O)N1CCN(c2cccc(Cl)c2)CC1
→ -1	0.2	-4	.	3	-2	1	-12
CC(C)C(=O)Nc1ccc(Br)cc1Cl
→ -1	0.3	3	0.0	-5	-3	.	-7
O=S(=O)(c1cccc(F)c1)N1CC[C@H]2[C@H](CO)Nc3ccc(-c4cccc(F)c4)cc3[C@H]21
→ .	0.0	.	-0.7	.	6	-1	.
C[C@H](CO)N1C[C@H](C)[C@H](CN(C)C(=O)Nc2ccccc2)Oc2c(NC(=O)c3ccc(-c4nccs4)cc3)cccc2C1=O
→ -8	-0.3	-8	-0.2	4	1	-3	-11
Cc1ccc(C(=O)NNC(=O)c2ccc(SCC3CCCO3)c([N+](=O)[O-])c2)cc1 (centres undefined)
→ 3	.	1	.	0	0	-8	-9
CCNC(=O)C[C@@H]1CC[C@@H]2[C@H](COC[C@H](O)CN2Cc2ccccc2F)O1
→ 1	0.1	0	0.8	2	1	-1	-7
Cc1ccc(S(=O)(=O)N[C@@H]2CC[C@@H](CC(=O)NCc3ccccc3F)O[C@@H]2CO)cc1
→ 10	-0.5	-1	1.5	-3	3	-9	-5
Cc1snc(SCc2c(F)cccc2Cl)c1C#N
→ -5	0.2	2	0.4	-1	-6	0	-11
CCn1c(COc2ccc(=O)n(-c3ccccc3)n2)nnc1SCC(=O)OC
→ 2	0.0	-2	-0.1	3	-1	9	12
CS(=O)(=O)N(CC(=O)Nc1ccccc1Cl)c1ccc(Cl)cc1
→ 28	-0.1	6	0.1	-1	.	.	-1
N#C[C@@H]1[C@H](c2ccccc2/C=C/c2ccccc2)[C@H](CO)N1S(=O)(=O)c1ccc(F)cc1
→ -1	0.0	1	0.0	1	.	.	8
CC(C(=O)Nc1nccs1)c1ccc([N+](=O)[O-])cc1 (centres undefined)
→ -5	0.3	-3	.	10	-15	-4	-9

The listing continues:
Under each structure: S100A4 MyoIIA	XiGFP reactiv	ERp5 block	E-sel inducer	ERAP1 HTS inh	esBAF inh	RAD54 inh	RAD52 anneal inh
Cc1c(C(=O)O)cnc2cc(-c3ccc(Cl)cc3)nn12
→ -1	-0.1	2	0.4	0	17	-19	-19
COC(=O)c1cc(S(=O)(=O)N2CCN(c3ccc(OC)cc3)CC2)cn1C
→ -1	0.0	1	.	0	-7	9	-1
C[C@@H]1CN([C@@H](C)CO)C(=O)c2cc(NC(=O)Nc3cccc4ccccc34)ccc2O[C@@H](C)CCCCO[C@@H]1CN(C)C(=O)c1ccccc1
→ -7	1.0	2	0.1	1	-2	0	7
COCC(=O)Nc1ccc2c(c1)C(=O)N(C)C[C@@H](OC)[C@H](C)CN(C(=O)c1cnccn1)[C@@H](C)CO2
→ 3	0.6	-1	-0.1	-1	0	-6	-2
C[C@@H]1CN([C@H](C)CO)C(=O)c2cc(C#CC3(O)CCCC3)cnc2O[C@@H]1CN(C)Cc1ccccc1
→ -12	0.0	-1	-0.2	2	-4	-8	8
CCOc1ccc(C(=O)Oc2cc(C)[nH]c(=O)c2[N+](=O)[O-])cc1
→ 0	-0.1	-1	-0.4	.	4	12	-77
CCOC(=O)c1c(Nc2ccc(OC)cc2)n[nH]c1C
→ 1	0.0	9	-0.2	-3	.	.	-66
COc1ccccc1CNC(=O)C[C@@H]1C[C@@H]2c3cc(NC(=O)c4ccc5c(c4)OCO5)ccc3O[C@@H]2[C@H](CO)O1
→ 4	0.0	0	0.5	0	1	-17	-32
Cc1noc(C)c1C(=O)Nc1nccs1
→ 6	0.3	2	-0.4	-1	.	2	-15
Cc1cc(C(=O)Nc2cccc3c2O[C@H](CN(C)Cc2ccc(-c4ccccc4)cc2)[C@@H](C)CN([C@@H](C)CO)C3=O)n(C)n1
→ 3	0.1	-7	-0.5	1	-3	-11	-1
Cc1nc2cc(NC(=O)CS(=O)(=O)c3ccccc3)ccc2s1
→ -1	-0.1	-4	-1.4	-3	27	-1	3
CCC1=C(OC(=O)N(CC)CC)N2C(=O)OC(=NCCc3c[nH]c4ccccc34)[C@]2(C)[C@H]2C1=CC[C@H]1C(=O)NC(=O)[C@H]12
→ 1	0.0	6	-0.1	1	4	6	-6
C[C@@H]1CN([C@@H](C)CO)C(=O)c2cc(NC(=O)NC3CCCCC3)ccc2O[C@@H](C)CCCCO[C@H]1CN(C)C(=O)Nc1ccc2c(c1)OCO2
→ .	0.0	.	0.8	.	-8	-1	.
Cc1ccc(OCC(=O)OCC(=O)c2ccccc2)cc1C
→ -1	0.0	2	-0.7	1	-14	-20	-1
COc1cc(/C=C/C(=O)N2CC(C)OC(C)C2)cc(OC)c1OC (centres undefined)
→ 3	0.0	4	.	-2	-3	-14	-2

The list continues.
Under each structure: S100A4 MyoIIA	XiGFP reactiv	ERp5 block	E-sel inducer	ERAP1 HTS inh	esBAF inh	RAD54 inh	RAD52 anneal inh
Cc1cc(OCC(=O)Nc2c(C)n(C)n(-c3ccccc3)c2=O)ccc1[N+](=O)[O-]
→ -2	.	4	.	3	7	1	-10
O=C(C[C@@H]1C[C@@H]2c3cc(NC(=O)c4cccnc4)ccc3O[C@@H]2[C@@H](CO)O1)NCc1cc(F)ccc1F
→ -8	0.0	-1	0.0	1	1	-4	-13
O=C(CN1CCN(c2ccccc2F)CC1)NCc1ccccc1
→ -1	-0.1	3	-0.1	0	0	1	-1
CCOC(=O)c1ccc(NC(=O)N2CCN(c3cccc(OC)c3)CC2)cc1
→ 16	0.1	0	2.6	5	13	0	-21
O=C(NCC[C@H]1CC[C@H](NC(=O)C2CCCC2)[C@H](CO)O1)c1cnccn1
→ -5	0.2	0	-0.1	-1	-4	-1	6
COC(=O)[C@@H]1C[C@@]2(O)[C@H](O)[C@H](O)[C@H](O)C[C@H]2N1C/C=C/c1ccccc1
→ 2	0.1	-5	0.0	-4	-4	2	-5
CC(=O)C1=C(O)CC(c2ccccc2)CC1=NCCc1ccccc1 (centres undefined)
→ -3	0.0	5	.	6	.	.	-9
C[C@@H]1CN([C@@H](C)CO)C(=O)c2cc(C3=CCCC3)cnc2O[C@@H]1CN(C)S(=O)(=O)c1cn(C)cn1
→ -3	-0.2	1	0.3	-1	-4	-7	6
C[C@H]1CN([C@@H](C)CO)C(=O)c2cc(NC(=O)Nc3ccc(C(F)(F)F)cc3)ccc2O[C@H]1CN(C)Cc1ccc(C(=O)O)cc1
→ 2	1.4	8	0.1	0	-2	-3	6
CC(C)c1ccc(S(=O)(=O)N2CCC3(CC2)OCCO3)cc1
→ 1	0.0	1	0.0	0	4	-24	-3
O=C(O)CCC(=O)N1CN2CN(C(=O)CCC(=O)O)CC([N+](=O)[O-])(C2)C1
→ 8	0.0	6	0.5	0	-3	-7	-13
COCC(=O)Nc1ccc2c(c1)C(=O)N(C)C[C@H](OC)[C@H](C)CN(C(=O)Cc1ccccn1)[C@@H](C)CO2
→ 0	0.0	-4	-0.1	0	-4	-5	-1
CC(C)C(NS(=O)(=O)c1cccc2nsnc12)C(=O)NCCC1=CCCCC1 (centres undefined)
→ -6	0.2	1	0.3	5	-5	-13	-11
COc1ccc(NC(=O)NNC(=O)c2ccc(-c3ccccc3)cc2)cc1
→ -1	0.9	4	0.1	4	-3	1	-11
O=C(NCC(c1ccco1)N1CCN(c2ccc(F)cc2)CC1)OCc1ccccc1 (centres undefined)
→ 12	-0.1	1	.	-3	-7	-4	-10
Nc1ccc(-c2nc3ncccc3o2)cc1
→ -5	0.0	-5	.	-4	?	4	-62
N#C[C@@H]1[C@H](c2ccccc2)[C@@H](CO)N1C(=O)CCN1CCCCC1
→ 5	-0.1	4	-0.1	4	-7	-4	-6
CCOc1cc2c(cc1OC)C(c1cccc([N+](=O)[O-])c1)NCC2 (centres undefined)
→ 1	0.0	-4	.	0	.	.	-9
